TCR act – activates T cell receptor signaling | primary human leukocytes, anti-CD3, IL-2 HTRF, 48 h | Potency, µM (top dose mostly 9.22 µM), for inactives: at the highest dose activation of IL-2 secretion, most hits filed as activators | 330,000 tested, under 10 active; also: % of control where 0% means no effect
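1) Mix primary human leukocytes, a-CD3 beads and compound. 2) Incubate 48 hr. 3) Add HTRF IL-2 reagents (a-IL-2-K, a-IL-2-d2).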
hERG WT inh – KCNH2 (human, wildtype) channel inhibition | Q12809 | U2OS, BacMam KCNH2, thallium flux FluxOr; active compounds read low | activity change, % at 1.84 µM | 340,000 compounds, 0.37% hits;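 active = maximum activity change below -70%; inconclusive = maximum activity change between -70% and -50%; inactive = maximum activity change above -50%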; also: % is scaled to controls: 0 for no effect and ±100 for the full control effect
Target sequence (Q12809 whole entry, looked up): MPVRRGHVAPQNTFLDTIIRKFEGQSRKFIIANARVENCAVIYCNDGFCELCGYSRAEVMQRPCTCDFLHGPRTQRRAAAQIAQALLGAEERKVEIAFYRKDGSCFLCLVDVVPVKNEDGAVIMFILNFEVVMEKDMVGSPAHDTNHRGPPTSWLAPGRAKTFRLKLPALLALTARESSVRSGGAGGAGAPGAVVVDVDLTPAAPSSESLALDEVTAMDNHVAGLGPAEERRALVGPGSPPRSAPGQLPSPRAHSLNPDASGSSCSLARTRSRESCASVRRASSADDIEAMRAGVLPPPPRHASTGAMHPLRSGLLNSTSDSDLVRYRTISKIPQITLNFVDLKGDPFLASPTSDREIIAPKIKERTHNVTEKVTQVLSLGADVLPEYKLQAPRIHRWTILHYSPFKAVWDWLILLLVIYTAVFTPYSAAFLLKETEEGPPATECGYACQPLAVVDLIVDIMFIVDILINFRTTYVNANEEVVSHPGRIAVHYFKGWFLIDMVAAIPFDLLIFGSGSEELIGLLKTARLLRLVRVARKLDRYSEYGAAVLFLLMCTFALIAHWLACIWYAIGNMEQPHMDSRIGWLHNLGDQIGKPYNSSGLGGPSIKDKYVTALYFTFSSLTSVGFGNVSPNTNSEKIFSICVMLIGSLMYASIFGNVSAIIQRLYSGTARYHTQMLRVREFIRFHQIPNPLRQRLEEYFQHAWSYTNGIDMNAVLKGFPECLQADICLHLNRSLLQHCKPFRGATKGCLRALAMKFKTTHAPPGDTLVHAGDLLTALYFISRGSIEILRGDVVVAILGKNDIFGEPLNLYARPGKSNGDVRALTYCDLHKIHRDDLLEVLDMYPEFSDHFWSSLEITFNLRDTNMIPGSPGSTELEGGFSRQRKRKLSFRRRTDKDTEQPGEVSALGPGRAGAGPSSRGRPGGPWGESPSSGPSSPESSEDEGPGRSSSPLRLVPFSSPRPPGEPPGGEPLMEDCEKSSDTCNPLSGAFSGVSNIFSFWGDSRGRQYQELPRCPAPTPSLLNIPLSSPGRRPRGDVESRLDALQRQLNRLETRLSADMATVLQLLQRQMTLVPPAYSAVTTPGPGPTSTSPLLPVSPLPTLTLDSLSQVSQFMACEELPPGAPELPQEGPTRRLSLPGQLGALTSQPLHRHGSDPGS
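U2OS cells transduced with wild-type KCNH2 virus are loaded with FluxOr dye for 45 min, and thallium flux is measured in kinetic reads before and after stimulation buffer. Rate constants are normalized to DMSO controls.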
TSHR antagonist – human thyrotropin receptor antagonism; AID 504810; TSHR-expressing cells, TSH-stimulated cAMP HTRF, 2 h; active compounds read low; 330,000 compounds, 0.2% hits; P16473; activity change, negative = inhibition, % at 11.5 µM;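 active = activity change below a set negative limit, meaning inhibition stronger than a set level, cut at about -70% in these data; inconclusive = activity change between two set negative limits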; also: % is scaled to controls: 0 for no effect and ±100 for the full control effect
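Antagonism was scored as loss of TSH-driven cAMP in TSHR cells, stimulated with 4nM TSH (EC80) for 2 hours at 37 deg C and detected by homogeneous HTRF competition immunoassay.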
Eya2 phos inh – inhibitors of human Eya2 phosphatase activity | O00167 | recombinant Eya2, OMFP fluorescence dephosphorylation (OMFP is methylfluorescein phosphate) | Potency, µM (top dose mostly 76.9 µM), for inactives: at the top dose activity, negative = inhibition, actives largely listed as inhibitors | 330,000 compounds, 0.006% hits | AID 488837; also: potency is read from the fitted curve at half-maximal effect; % is scaled to controls: 0 for no effect and ±100 for the full control effect
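Eya2 protein (added as 0.2 uM solution) was preincubated with compound for 10 min at ambient temperature in 50 mM HEPES pH 7.5, 50 mM NaCl, 5 uM MgCl2, 0.05% BSA, 1 mM DTT. OMFP (added at 50 uM) then reacted 10 min; fluorescence read at 485/525 nm.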
KCNH2 3.1 inh – KCNH2 3.1 (human) potassium channel inhibition; U2OS KCNH2 3.1, thallium flux FluxOr; active compounds read low; 340,000 compounds, 0.95% hits; activity change, % (tested at about 1.8 µM); AID 720553;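 active = maximum activity change below -70%; inconclusive = maximum activity change from -70% to -50%; inactive = maximum activity change above -50%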;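 also: thallium influx rate constant from kinetic fluorescence after stimulation buffer; % is scaled to controls: 0 for no effect and ±100 for the full control effect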
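U2OS cells transduced with KCNH2 3.1 mutant virus (1.77 x 10^8 /mL, 4 h), plated overnight at 37 C, loaded 45 min with FluxOr dye plus Red40 quencher. Thallium flux rate constant from kinetic reads after stimulation buffer, normalised to controls.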
USP2a block – inhibitors of human ubiquitin-specific protease USP2a; O75604; 330,000 compounds, 0.01% hits; USP2 core, Ub-CHOP2 coupled fluorogenic reporter, 485/531; AID 463254; Potency, µM (highest dose often 38.3 µM), for the others: at the highest dose activity change, negative = inhibition, most hits filed as inhibitors;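 also: potency is read from the fitted curve at half-maximal effect; plate controls were DMSO wells for no effect and full inhibition by NEM control for full effect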
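Deubiquitinase activity read as fluorescence (485/531 nm) after Ub-CHOP2 cleavage activates the enterokinase reporter on its substrate; USP2 core 10nM, Ub-CHOP2 and substrate 25nM each, 30min compound preincubation then 60min RT; data normalized to NEM, curves fitted.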
Mito fusion yeast – mitochondrial division inhibition or fusion activation; S. cerevisiae fusion-defective mutant growth rescue, CellTiterGlo 48 h; Potency, µM (doses to about 46.1 µM), inactives show at the highest dose growth rescue (activation), most hits filed as activators; 320,000 compounds, 0.23% hits;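 also: potency is read from the fitted curve at half-maximal effect; % of control where 0% means no effect; nearly all actives have a fitted effect of over 45% in size; temperature-sensitive fusion mutants such as fzo1-1 at 37 °C on non-fermentable ethanol glycerol medium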
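Temperature-sensitive fusion-defective S. cerevisiae (e.g. fzo1-1, mgm1-5) were grown with compound in YPEG medium (3% ethanol, 3% glycerol) for 48 hours at 37C. Growth rescue was measured as viability by CellTiterGlo luminescence after 10 minutes at ambient.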
ELG1 DNA repair – ELG1-dependent DNA repair inhibition; Potency, µM (series often up to 46.1 µM), without a hit: at the highest dose activity change, negative = inhibition, hits mostly inhibitors; 330,000 compounds, 2.3% hits; HEK293T ELG1-luciferase reporter, luminescence, 16 h; DNA damage induced by 5-fluorouridine; also: potency is read from the fitted curve at half-maximal effect; % is scaled to controls: 0 for no effect and ±100 for the full control effect; nearly all actives have a fitted effect of over 55% in size
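Cells (2,000 per well) received 5-fluorouridine plus test compound or DMSO and were incubated 16 hr at 37 °C, 5% CO2. Luciferase activity was read by luminescence 30 min after ONE-Glo addition; signal suppression marked inhibition of damage-induced ELG1 function.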
A-T KAP1 phos – candidate therapy for ataxia-telangiectasia. Potency, µM (highest dose often 57.5 µM), inactives show at the top dose activation, most hits filed as activators. 320,000 compounds, 0.19% hits. […] A-T fibroblasts, KAP-1 phosphorylation AlphaLISA; neocarzinostatin DNA damage 30 min before lysis. AID 485349; also: potency is read from the fitted curve at half-maximal effect; % of control where 0% means no effect; nearly all actives have a fitted effect of over 45% in size
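hTERT-immortalized A-T patient fibroblasts ([…]), 500 cells/well in OPTI-MEM, 1% FBS, got compounds for 60 min, then NCS for 30 min at 37C. Lysates were then assayed for phospho-KAP-1 by AlphaLISA (anti-pKAP1 donor, anti-KAP1 acceptor beads), 6 hr at 25C.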
TRPV1 ag – human TRPV1 agonism; TRPV1-expressing cells, Fluo-8 calcium influx, agonist mode; AID 540275; Q8NER1; activation, % at 8.33 µM; 320,000 compounds, 0.19% hits; in the data active = activation above about 80%; inconclusive = between about 30% and that limit; also: 0% is about no effect
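Cells expressing TRPV1 were dye-loaded with Fluo-8 and read kinetically: 10 s baseline, 3 min after compound (agonist portion), then 2 min after EC20 capsaicin (allosteric enhancer portion). Calcium-bound dye fluorescence at 480/520 nm.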
* = called active by the depositor; ? = inconclusive; . = no result given; [ ] = remark or other dose. Unless noted, calls follow the shape of the dose curve; as a rule, active = well fitted curve in the direction sought with a large enough effect; inconclusive = small, poorly fitted or top-dose-only effect, or another doubt; inactive = no such curve, though single readings can be large; an effect the other way counts as inactive or inconclusive.

SMILES	TCR act	hERG WT inh	TSHR antagonist	Eya2 phos inh	KCNH2 3.1 inh	USP2a block	Mito fusion yeast	ELG1 DNA repair	A-T KAP1 phos	TRPV1 ag
Cc1ccnc(NC(=O)CCC(=O)N(CC(=O)NCc2ccc(F)cc2)Cc2ccccc2)c1	-3.1%	24.4	0.4	-1.7%	-33.4	1.8%	2.8%	8.4%	-2.1%	0.8
O=C(O)CCSc1nc(C(F)(F)F)cc(=O)n1-c1ccccc1	.	-4.5	-11.2	1.7%	-1.7	2.8%	-1.8%	5.8%	-0.4%	-1.9
Cc1ccc(C(=O)Nc2nnc(S(=O)(=O)N3CCC(C)CC3)s2)cc1	5.2%	2.2	-8.3	?	27.1	-1.2%	17.1%	?	-4.9%	20.3
Cc1nc(-c2ccccc2)sc1C1(C)CC(c2cccc([N+](=O)[O-])c2)=NO1 (configuration not stated)	-3.1%	4.7	6.0	-3.7%	18.8	10.8%	-47.7%[inhibitor]	?	45.2%	27.4
O=C(Nc1cccc(F)c1)Nc1ccccn1	6.0%	4.6	-8.9	?	-26.6	-0.1%	5.7%	?	-5.0%	6.8
CCn1c(SCC(=O)c2ccc(Cl)cc2)nnc1-c1ccoc1C	7.5%	0.4	2.1	-20.6%	1.3	0.5%	-1.0%	12.5%	11.6%	17.0
Clc1ccc(-c2cc3ccccc3[nH]2)cc1	-4.1%	36.5	-5.1	2.9%	-29.6	-0.7%	1.9%	?	9.2%	1.5
COc1ccccc1N1CCN(Cc2ccc(Br)o2)CC1	-0.5%	0.3	9.2	-7.2%	1.9	-0.4%	1.7%	-0.8%	-1.6%	17.9
CCOC(=O)c1c(NC(=O)c2cc(-c3ccc(Cl)s3)nc3ccccc23)sc(C(N)=O)c1C	-4.6%[46.1 µM]	-4.3	-1.1	-2.8%	4.9	3.3%	-17.1%	21.2%	0.0%	-5.2
Cc1ncc(CSCC(=O)Nc2cc(C(F)(F)F)ccc2Cl)c(CO)c1O	-1.2%	7.2	13.5	-8.4%	-1.8	-7.4%	8.5%	?	-1.8%	?
Cn1c(C(=O)NCCN2CCN(c3ccccc3F)CC2)cc2c(=O)n(C)c3ccccc3c21	-24.7%	3.9	10.6	-2.7%	6.1	-3.8%	-6.8%	?	-2.6%	4.1
CN(c1ccc(C(=O)NCc2ccccc2)cc1)S(C)(=O)=O	-1.2%	18.0	5.1	17.5%	-3.6	0.7%	-4.0%	28.0%	0.0%	8.1
N=C(N)SCc1cccc2ccccc12	7.1%	4.3	-0.4	7.8%	16.7	-2.5%	-0.3%	?	3.4%	-1.8
COc1cc(C2C(C(=O)c3ccco3)=C(O)C(=O)N2Cc2ccccc2)ccc1O (configuration not stated)	-1.7%	-13.1	0.6	-14.0%	4.2	0.0%	-3.6%	3.2%	7.5%	-4.1
O=c1[nH]c(C2CCN(S(=O)(=O)Cc3ccccc3)CC2)nc2c1nnn2Cc1ccccc1Cl	-0.3%	-10.6	-7.3	-11.2%	-2.1	-5.9%	-2.0%	25.9µM*	-7.8%	3.0
CCN(CC)C(=O)c1cc(-c2ccc3c(c2)OCO3)on1	-0.1%	5.5	-2.8	1.4%	12.1	0.2%	-11.2%	?	-3.6%	5.6
CCOc1ccc(S(=O)(=O)c2c[nH]c3ccc(C)cc3c2=O)cc1	-4.5%	4.8	-3.8	-2.9%	2.1	3.2%	-4.1%	-5.7%	-5.0%	-0.2
COc1ccc(C(=O)n2nnc3ccccc32)cc1Br	0.6%	-11.2	10.3	-16.7%	-3.3	4.1%	15.6%	34.7%	.	-5.9
Cc1ccc(S(=O)(=O)N(c2ccc(Br)cc2)C2C=CS(=O)(=O)C2)cc1 (configuration not stated)	-3.9%	19.2	-3.7	-18.9%	6.7	5.1%	9.9%	6.5%	-8.1%	0.7
CC(=O)Nc1ccc(NS(=O)(=O)c2cc(-c3cnc(C4CC4)o3)ccc2C)cc1	1.9%	-1.3	-22.7	11.5%	-7.4	-0.9%	-1.1%	?	-4.9%	-1.9
C=CCNC(=S)NNC(=O)COc1ccc(Cl)cc1Cl	-4.1%[46.1 µM]	-0.8	10.4	-5.6%	-6.0	-2.8%	21.7%	?	-3.0%	-1.8
CC(C)C(=O)NC(=S)/C=C1/N(C)c2ccccc2C1(C)C	.	-18.7	5.8	-8.4%	-10.8	-1.2%	-5.4%	?	-9.9%	8.2
O=C(NC(=S)Nc1cccc2cnccc12)c1ccccc1	-13.4%	-9.2	-24.7	7.2%	0.0	-1.6%	6.9%	?	15.3%	?
CCCCN(C)C(=O)c1nc2ccccn2c1CN1CCN(c2cnccn2)CC1	2.2%	-9.3	7.3	-0.8%	-0.5	9.3%	-0.8%	9.7%	-3.2%	-4.0
CCOC(=O)c1cnc(SCC(=O)Nc2ccc(NC(=O)CC)c(OC)c2)nc1N	1.1%	14.8	-3.4	3.2%	12.8	1.9%	-4.2%	-15.6%	1.7%	-3.0

Further entries:
SMILES	TCR act	hERG WT inh	TSHR antagonist	Eya2 phos inh	KCNH2 3.1 inh	USP2a block	Mito fusion yeast	ELG1 DNA repair	A-T KAP1 phos	TRPV1 ag
C/C(=N\OCc1ccccc1)c1c(O)cc(C(C)C)n(-c2ccccc2)c1=O	-0.9%[46.1 µM]	4.6	4.4	8.4%	13.6	2.3%	?	1.0%	-1.8%	14.4
CC(=O)Nc1c(C(=O)Nc2ccc3c(c2)OCO3)oc2ccccc12	-3.4%	-72.3*	1.6	3.1%	6.2	2.0%	-10.3%	?	-8.3%	?
Cn1cc(Cl)c(C(=O)NNC(=S)NCc2ccco2)n1	-1.8%	.	6.5	2.4%	-1.7	-0.5%	19.6%	-6.6%	8.4%	-5.6
COc1ccc(/C=N/NC(=O)c2ccc(NC(=O)c3cccc([N+](=O)[O-])c3)cc2)c(OC)c1	6.4%	-16.0	25.1	-2.2%	-18.1	1.5%	0.7%	0.0%	2.8%	29.5
O=C(COC(=O)c1cccc(S(=O)(=O)Nc2ccc(F)cc2)c1)NCCN1C(=O)CSC1=O	4.5%	1.8	-1.8	28.2%	5.3	-6.6%	-5.6%	-7.0%	4.0%	-3.4
CC(=O)Nc1c(N)c2ccccc2oc1=O	2.6%	-3.5	3.2	-1.3%	-9.4	-0.1%	-5.4%	6.5%	-1.7%	0.6
C/C(=N/NC(=O)C1COc2ccccc2O1)c1ccco1 (configuration not stated)	-1.8%[46.1 µM]	-4.9	1.1	7.3%	-3.0	5.7%	3.2%	?	3.2%	4.3
O=C(O)COc1ccc2oc3c(c2c1)CCCC3	-0.2%	-0.5	-10.9	?	-20.1	-1.0%	4.3%	-4.0%	-0.1%	0.6
COC(=O)c1cc(S(=O)(=O)C(C)C)c(S(C)=O)s1 (configuration not stated)	-0.1%	-1.7	30.0	?	0.8	10.2%	-5.6%	11.2%	-2.7%	-1.2
O=C(NNC(=O)C1CCN(S(=O)(=O)c2ccccc2)CC1)c1ccccc1O	-5.6%	-5.3	1.9	-2.0%	-0.3	-0.3%	8.1%	-12.9%	-3.5%	0.8
COc1ccc(OCCOc2ccccc2[N+](=O)[O-])cc1	8.0%[46.1 µM]	-1.1	-2.5	-0.7%	1.3	0.2%	3.8%	?	1.2%	1.0
CC(C)Oc1ccc(/C=N/NC(=O)C2CCCN2S(=O)(=O)c2ccc(Cl)cc2)cc1 (configuration not stated)	1.9%	-0.2	.	.	-6.9	.	-2.8%	.	.	-4.5
O=C(N/N=C/C=C\c1ccccc1[N+](=O)[O-])c1ccco1	6.6%	13.5	-2.0	1.1%	-8.1	-0.5%	1.2%	8.1%	-21.8%	-0.9
Cc1cc2ccccc2c(=O)n1CC(=O)N(C)c1ccc(F)cc1	-2.1%	11.3	0.5	-3.6%	5.5	0.7%	-3.9%	7.1%	4.7%	-2.6
O=C(CNC(=O)C1CC1)Nc1ccc(F)c(F)c1F	-3.1%	4.1	-6.3	8.3%	9.2	-0.8%	.	7.5%	1.4%	.
COc1ccc(C(=O)NCCN2CCOCC2)c(OC)c1	3.2%	-4.3	8.9	3.4%	8.7	-0.4%	-2.4%	-19.6%	6.4%	1.5
CC(C)(C)C(=O)Nc1c(Cl)cccc1OC(F)(F)F	1.4%	-2.5	1.6	?	-8.5	0.4%	1.1%	-11.8%	7.7%	1.5
CCN(CC)C(=O)C1CCN(Cc2ccc(OCc3ccccc3)c(OC)c2)CC1	18.5%	14.3	-0.8	-13.3%	3.5	0.1%	-1.8%	-16.7%	3.6%	-0.4

An excerpt; count on the stated rates, not on these rows.
